ADAM17 inh – inhibitors of human ADAM17. P78536. recombinant ADAM17, EDANS/DABCYL FRET peptide cleavage. inhibition, % at 6.95 µM. 370,000 tested, 0.83% active;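 active = inhibition above the mean of compounds lying between control limits plus 3 SD, set per campaign, cut at about 8.5% in these data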;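 note: 0% = DMSO-only wells as the low control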
Tn6 DDE FP – DD(E)-Tn6 binding inhibition, primary FP screen. inhibition, % at 8.3 µM. P02675. 370,000 tested, 0.21% active. Fibrin DD(E) TRITC-Tn6 fluorescence polarization displacement;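 active = inhibition above a per-campaign cutoff: mean of compounds within control limits plus 3 SD, cut at about 15% in these data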;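 note: 0% = median of all compound wells on the plate and 100% = blocking peptide control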
Tn7 DDE FP – DD(E)-Tn7 binding inhibition, primary FP screen; FP displacement of FITC-Tn7 peptide from fibrin DD(E); 0% = median of compound wells per plate; inhibition, % at 8.3 µM; 370,000 tested, 0.13% active;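 active = inhibition above the mean of compounds falling within the control limits plus 3 SD of them, cut at about 14% in these data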;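 note: 0% = plate median of compound wells and 100% = 10 µM Aha-Tn7 peptide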
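Assay system: Fibrin-DD(E) protein isolated from polymerized human fibrin clots; read-out basis: percent inhibition; medium: Tris/NaCl/CaCl2 buffer, pH 7.8; signal: FP measurement; incubation: 10 min plus 3 h, room temperature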
PLCb3 inh – PLC-beta3 (human) inhibition, primary screen. Q01970. Purified PLC-beta3, fluorogenic substrate, fluorescence. inhibition, % at 12.2 µM. 370,000 tested, 0.18% active. AID 720704; in the data active = inhibition above about 11%;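 note: 0% = median of compound wells on plate and 100% = full blocker control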
TDP2 inh – TDP2 (human) inhibition, absorbance primary screen; O95551; recombinant TDP2, T5PNP hydrolysis, p-nitrophenol absorbance 415 nm; inhibition, % at 12.8 µM; 370,000 tested, 0.34% active;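 active = inhibition above the mean of all tested compounds plus 3 SD, set per campaign, cut at about 25% in these data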;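 note: 0% = DMSO with enzyme and 100% = buffer with substrate but no TDP2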
Target sequence (O95551 whole entry, looked up): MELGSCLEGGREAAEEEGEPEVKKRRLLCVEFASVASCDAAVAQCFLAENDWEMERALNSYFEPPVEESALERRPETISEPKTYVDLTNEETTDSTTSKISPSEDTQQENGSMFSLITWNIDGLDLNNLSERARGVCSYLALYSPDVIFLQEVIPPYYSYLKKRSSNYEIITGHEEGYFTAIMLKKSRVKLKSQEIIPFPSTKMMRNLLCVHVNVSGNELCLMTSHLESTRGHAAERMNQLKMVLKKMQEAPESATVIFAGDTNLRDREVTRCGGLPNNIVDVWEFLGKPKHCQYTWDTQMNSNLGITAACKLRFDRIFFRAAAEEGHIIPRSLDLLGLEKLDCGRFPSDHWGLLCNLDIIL
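Assay system: recombinant human TDP2 / Reagent: T5PNP substrate at 5 mM, a TopII-DNA adduct mimic / Measured by: epi absorbance from released p-nitrophenol / Evaluation: % inhibition relative to enzyme-containing and enzyme-free wells / Control set: enzyme-free and DMSO wells / Replicates: each compound tested once, singlicate / Schedule: enzyme reaction with compound for 2 h at 37 °C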
SIAE inh – blocks human sialic acid acetylesterase. SIAE FP-Rh probe binding, fluorescence polarization. inhibition, % at 9.66 µM. 370,000 tested, 0.69% active;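 active = inhibition above a cutoff: mean of compounds within the control limits plus 3 SD of those, cut at about 17% in these data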;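 note: 0% = plate median of compound wells and 100% = probe without SIAE protein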
ARFGAP1 inh – inhibitors of rat ARFGAP1; Q62848; Arfgap1-stimulated ARF1 GTP hydrolysis, GDP FP detection; inhibition, % at 16.5 µM; 360,000 tested, 0.26% active;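 active = inhibition above a per-plate limit, mean inhibition of low control wells plus 3 SD, cut at about 25% in these data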;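 note: 0% = DMSO wells with enzyme and 100% = wells lacking Arfgap1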
Target sequence (Q62848 1-136 limits assumed): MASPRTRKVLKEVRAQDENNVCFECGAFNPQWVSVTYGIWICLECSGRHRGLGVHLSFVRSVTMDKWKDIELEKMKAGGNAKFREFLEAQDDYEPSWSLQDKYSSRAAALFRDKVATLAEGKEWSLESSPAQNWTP
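Material – truncated rat Arfgap1 GAP domain · Buffer or medium – HEPES-based buffer, pH 7.5 · Reagent – human ARF1(Δ1-17)-GTP substrate · Dosing – 16.5 µM single point, 1.26% DMSO · Schedule – GTP hydrolysis reaction 2 h at 25 °C · Technique – GDP detection by fluorescence polarization · Benchmarks – No-Arfgap1 wells (100%) versus DMSO full-reaction wells (0%) · Repeats – single replicate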
ADAM10 inh – inhibitors of human ADAM10; O14672; recombinant ADAM10, EDANS/DABCYL FRET peptide cleavage, 3 h; inhibition, % at 7 µM; 370,000 tested, 0.62% active;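 active = inhibition above a per-campaign cutoff equal to the mean of compounds falling between control-based bounds plus 3 SD, cut at about 20% in these data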;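 note: 0% = DMSO wells while the 100% control is not disclosed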
Target sequence (O14672 214-748 limits assumed): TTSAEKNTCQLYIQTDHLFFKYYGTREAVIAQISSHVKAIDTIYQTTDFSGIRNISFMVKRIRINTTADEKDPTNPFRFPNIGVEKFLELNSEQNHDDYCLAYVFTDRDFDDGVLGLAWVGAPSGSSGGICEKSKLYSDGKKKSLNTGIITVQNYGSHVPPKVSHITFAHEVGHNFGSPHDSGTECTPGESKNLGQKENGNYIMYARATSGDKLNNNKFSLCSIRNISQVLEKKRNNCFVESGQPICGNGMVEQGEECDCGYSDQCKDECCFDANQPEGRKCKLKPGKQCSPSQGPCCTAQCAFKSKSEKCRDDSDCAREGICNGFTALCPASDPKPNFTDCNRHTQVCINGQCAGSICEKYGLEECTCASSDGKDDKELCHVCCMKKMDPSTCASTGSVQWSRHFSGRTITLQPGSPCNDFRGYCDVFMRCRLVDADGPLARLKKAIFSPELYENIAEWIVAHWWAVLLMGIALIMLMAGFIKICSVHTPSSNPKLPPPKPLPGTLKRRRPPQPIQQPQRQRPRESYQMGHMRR
PLC-gamma1 inh – inhibitors of human phospholipase C gamma1; P19174; purified PLC-gamma1, fluorogenic substrate, fluorescence; inhibition, % at 12.2 µM; 370,000 tested, 0.84% active; in the data active = inhibition above about 9.5%
ASAP1 inh – ASAP1 ArfGAP inhibition; Q9ULH1; ASAP1-stimulated ARF1 GTP hydrolysis, GDP FP detection; inhibition, % at 16.5 µM; 360,000 tested, 0.19% active; AID 624377; in the data active = inhibition above about 25%;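 note: 0% = vehicle with enzyme and substrate and 100% = no enzyme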
The depositor's hits bear a star. Random draw from the library, and some 3.6% of all compounds hit somewhere here.

N#Cc1c(/N=C/c2cccs2)sc2c1CCCCC2 was read as ADAM17 inh -1, Tn6 DDE FP 0, Tn7 DDE FP 1, PLCb3 inh -3, TDP2 inh 3, SIAE inh 4, ARFGAP1 inh 5, ADAM10 inh -4, PLC-gamma1 inh 0 and ASAP1 inh -9.
COc1ccc(S(=O)(=O)Nc2cccc(N(C)S(C)(=O)=O)c2)cc1C was read as ADAM17 inh -5, Tn6 DDE FP -3, Tn7 DDE FP 4, PLCb3 inh -1, TDP2 inh -13, SIAE inh 5, ARFGAP1 inh 10, ADAM10 inh -1, PLC-gamma1 inh 2 and ASAP1 inh 7.
Screening CC(C)N(Cc1nc(-c2ccc3c(c2)OCO3)no1)CC1CCC(=O)N1 (stereo not drawn) returned ADAM17 inh -2, Tn6 DDE FP -2, Tn7 DDE FP -6, PLCb3 inh -5, TDP2 inh 11, SIAE inh 8, ARFGAP1 inh 9, ADAM10 inh 0, PLC-gamma1 inh 0 and ASAP1 inh -10.
Screening Cc1c(Cl)c([N+](=O)[O-])nn1CCCC(=O)Nc1cccnc1 returned ADAM17 inh -5, Tn6 DDE FP -1, Tn7 DDE FP -3, PLCb3 inh -4, TDP2 inh 11, SIAE inh 3, ARFGAP1 inh -4, ADAM10 inh 1, PLC-gamma1 inh 2 and ASAP1 inh -14.
Screening CN(C1CCCCC1)S(=O)(=O)c1cccc(C#N)c1 returned ADAM17 inh -2, Tn6 DDE FP -1, Tn7 DDE FP 2, PLCb3 inh 1, TDP2 inh -2, SIAE inh -2, ARFGAP1 inh 1, ADAM10 inh -4, PLC-gamma1 inh -2 and ASAP1 inh -17.
`Cc1nc2c(S(=O)(=O)c3ccccc3)cnn2c(C)c1C` gave ADAM17 inh -12, Tn6 DDE FP -9, Tn7 DDE FP -4, PLCb3 inh -14, TDP2 inh 10, SIAE inh 1, ARFGAP1 inh 4, ADAM10 inh -22, PLC-gamma1 inh -2 and ASAP1 inh -7.
Screening CCCCC(CC)COC(=O)c1ccc(N(C)C)cc1 (stereo not drawn) returned ADAM17 inh -1, Tn6 DDE FP 6, Tn7 DDE FP 0, PLCb3 inh 1, TDP2 inh -3, SIAE inh -8, ARFGAP1 inh 6, ADAM10 inh -3, PLC-gamma1 inh 2 and ASAP1 inh 5.
Cc1cc(C)cc(NC(=O)CN2CCN(C(=O)c3cccs3)CC2)c1 was read as ADAM17 inh 0, Tn6 DDE FP 0, Tn7 DDE FP -5, PLCb3 inh 2, TDP2 inh 6, SIAE inh -1, ARFGAP1 inh 5, ADAM10 inh -10, PLC-gamma1 inh 0 and ASAP1 inh 0.
For CC(=O)NC(c1cccc(F)c1)c1nc(-c2cnc3ccccc3c2)cs1 (stereo not drawn) the results were ADAM17 inh -3, Tn6 DDE FP -7, Tn7 DDE FP 0, PLCb3 inh 0, TDP2 inh -5, SIAE inh -2, ARFGAP1 inh 0, ADAM10 inh -13, PLC-gamma1 inh -5 and ASAP1 inh -4.
For C=CCN1C(=O)c2ccc(C(=O)NCCc3ccc(F)cc3)cc2C1=O the results were ADAM17 inh -2, Tn6 DDE FP 4, Tn7 DDE FP -4, PLCb3 inh -4, TDP2 inh 2, SIAE inh -3, ARFGAP1 inh 17, ADAM10 inh -3, PLC-gamma1 inh 1 and ASAP1 inh 7.
For Cc1ccc(S(=O)(=O)Nc2ccccc2C(C(=O)OC(C)(C)C)C(=O)OC(C)(C)C)cc1 the results were ADAM17 inh 1, Tn6 DDE FP 1, Tn7 DDE FP 1, PLCb3 inh 2, TDP2 inh -2, SIAE inh 3, ARFGAP1 inh 3, ADAM10 inh -3, PLC-gamma1 inh 0 and ASAP1 inh 20.
CCOCCCNC(=O)c1ccc(CS(=O)(=O)Cc2ccc(C)cc2)o1 was read as ADAM17 inh -3, Tn6 DDE FP 11, Tn7 DDE FP 0, PLCb3 inh 1, TDP2 inh 2, SIAE inh -2, ARFGAP1 inh 6, ADAM10 inh -1, PLC-gamma1 inh -3 and ASAP1 inh -15.
For CN1CCN(CC(O)COCCOc2ccc(Br)cc2)CC1 (stereo not drawn) the results were ADAM17 inh 0, Tn6 DDE FP 5, Tn7 DDE FP 0, PLCb3 inh -1, TDP2 inh 3, SIAE inh -3, ARFGAP1 inh 5, ADAM10 inh -4, PLC-gamma1 inh 0 and ASAP1 inh -8.
`O=C(CN(Cc1ccc(F)cc1)S(=O)(=O)c1ccccc1)N1CCCCC1` gave ADAM17 inh 3, Tn6 DDE FP -2, Tn7 DDE FP 3, PLCb3 inh 3, TDP2 inh -2, SIAE inh -5, ARFGAP1 inh 4, ADAM10 inh 2, PLC-gamma1 inh 5 and ASAP1 inh -4.
`CC(=O)c1cccc(NC(=O)C2CCCN(S(C)(=O)=O)C2)c1` (stereo not drawn) gave ADAM17 inh -4, Tn6 DDE FP -5, Tn7 DDE FP -2, PLCb3 inh -1, TDP2 inh 7, SIAE inh 10, ARFGAP1 inh -4, ADAM10 inh -4, PLC-gamma1 inh 0 and ASAP1 inh -11.
S=c1[nH]nc(-c2ccccc2Cl)n1/N=C/C=C/c1ccco1 was read as ADAM17 inh 4, Tn6 DDE FP -1, Tn7 DDE FP -1, PLCb3 inh -11, TDP2 inh -7, SIAE inh 5, ARFGAP1 inh 13, ADAM10 inh 3, PLC-gamma1 inh -1 and ASAP1 inh -2.
`O=S(=O)(c1ccc(Cl)c(F)c1)N1CCC(c2nc(-c3ccncc3)no2)CC1` gave ADAM17 inh -2, Tn6 DDE FP -3, Tn7 DDE FP 9, PLCb3 inh 5, TDP2 inh 1, SIAE inh 3, ARFGAP1 inh -3, ADAM10 inh -6, PLC-gamma1 inh 0 and ASAP1 inh -5.
`CCOC(=O)c1sc(-c2ccc(Cl)cc2Cl)nc1O` gave ADAM17 inh -23, Tn6 DDE FP 1, Tn7 DDE FP -4, PLCb3 inh -396, TDP2 inh -1, SIAE inh 2, ARFGAP1 inh -16, ADAM10 inh -39, PLC-gamma1 inh -296 and ASAP1 inh 8.
CCOc1ccc(NS(=O)(=O)c2ccc(C(=O)NCC(c3ccco3)N3CCCCC3)cc2)cc1 (stereo not drawn) was read as ADAM17 inh -2, Tn6 DDE FP -5, Tn7 DDE FP 2, PLCb3 inh 1, TDP2 inh -1, SIAE inh -5, ARFGAP1 inh -11, ADAM10 inh -12, PLC-gamma1 inh 4 and ASAP1 inh -2.
For O=C1/C(=C/c2ccccc2[N+](=O)[O-])COc2ccccc21 the results were ADAM17 inh -2, Tn6 DDE FP -4, Tn7 DDE FP 5, PLCb3 inh 0, TDP2 inh 7, SIAE inh 1, ARFGAP1 inh 9, ADAM10 inh 4, PLC-gamma1 inh 4 and ASAP1 inh -3.
Screening Nc1ncnc(Sc2ccc(Cl)cc2)c1[N+](=O)[O-] returned ADAM17 inh 0, Tn6 DDE FP 6, Tn7 DDE FP 4, PLCb3 inh 2, TDP2 inh 7, SIAE inh 2, ARFGAP1 inh -2, ADAM10 inh 3, PLC-gamma1 inh 0 and ASAP1 inh 11.
COc1ccc(S(=O)(=O)N2CCOC2CNC(=O)C(=O)NCCCN2CCCC2=O)cc1OC (stereo not drawn) was read as ADAM17 inh 2, Tn6 DDE FP 5, Tn7 DDE FP 3, PLCb3 inh 3, TDP2 inh 3, SIAE inh -2, ARFGAP1 inh -5, ADAM10 inh 0, PLC-gamma1 inh 0 and ASAP1 inh 14.
Screening Nc1cc(Cl)ccc1Oc1ccc(Cl)cc1 returned ADAM17 inh 3, Tn6 DDE FP 2, Tn7 DDE FP -2, PLCb3 inh 0, TDP2 inh -4, SIAE inh 3, ARFGAP1 inh -2, ADAM10 inh 14, PLC-gamma1 inh 0 and ASAP1 inh 18.
Screening COC(=O)[C@]12C[C@H](CC(=O)N3CCC(c4ccccc4)CC3)C(=O)N(CCc3ccc(OC)c(OC)c3)C1=C[C@H](COCc1ccccc1)O[C@@H]2C returned ADAM17 inh 1, Tn6 DDE FP 0, Tn7 DDE FP 5, PLCb3 inh 1, TDP2 inh -9, SIAE inh 2, ADAM10 inh 7 and PLC-gamma1 inh 4.
`O=C(NNC(=O)C1CCN(S(=O)(=O)c2cccc(C(F)(F)F)c2)CC1)C1CC1` gave ADAM17 inh -3, Tn6 DDE FP 6, Tn7 DDE FP 7, PLCb3 inh 1, TDP2 inh 4, SIAE inh 0, ARFGAP1 inh 7, ADAM10 inh 7, PLC-gamma1 inh 3 and ASAP1 inh -22.
C=CCOc1ccccc1CN(CCc1ccccc1)C(=O)c1cccc(S(C)(=O)=O)c1 was read as ADAM17 inh 1, Tn6 DDE FP 0, Tn7 DDE FP -2, PLCb3 inh -9, TDP2 inh 3, SIAE inh -5, ARFGAP1 inh 3, ADAM10 inh 1, PLC-gamma1 inh 1 and ASAP1 inh 7.
For COc1cc(C(=O)NCCNC(=O)c2ccc(C)nc2)cc(OC)c1OC the results were ADAM17 inh -3, Tn6 DDE FP 6, Tn7 DDE FP 8, PLCb3 inh 0, TDP2 inh 12, SIAE inh 0, ARFGAP1 inh -15, ADAM10 inh -3, PLC-gamma1 inh 2 and ASAP1 inh 5.
For CCN(CC)c1nc(N)c2c(N)nc3c(c2c1C#N)CC(c1ccccc1)O3 (stereo not drawn) the results were ADAM17 inh -124, Tn6 DDE FP 5, Tn7 DDE FP 8, PLCb3 inh inactive, TDP2 inh -12, SIAE inh 1, ARFGAP1 inh -2, ADAM10 inh -312, PLC-gamma1 inh inactive and ASAP1 inh 7.
`Cc1ccc(NC(=O)C2C(c3ccccc3)C=CC(c3ccccc3)C2C(=O)O)cc1` (stereo not drawn) gave ADAM17 inh -1, Tn6 DDE FP 7, Tn7 DDE FP -7, PLCb3 inh -6, TDP2 inh 4, SIAE inh 11, ARFGAP1 inh -16, ADAM10 inh 4, PLC-gamma1 inh -6 and ASAP1 inh -9.
CC(C)(C)OC(=O)NCCCCCNC(=O)c1nc[nH]c1C(=O)NCc1ccccc1 was read as ADAM17 inh 0, Tn6 DDE FP -3, Tn7 DDE FP 1, PLCb3 inh -1, TDP2 inh -12, SIAE inh 0, ARFGAP1 inh -4, ADAM10 inh 7, PLC-gamma1 inh 3 and ASAP1 inh 2.

Quoted at random: 2 entries already listed
`O=C(NNC(=O)C1CCN(S(=O)(=O)c2cccc(C(F)(F)F)c2)CC1)C1CC1` gave ADAM17 inh -3, Tn6 DDE FP 6, Tn7 DDE FP 7, PLCb3 inh 1, TDP2 inh 4, SIAE inh 0, ARFGAP1 inh 7, ADAM10 inh 7, PLC-gamma1 inh 3 and ASAP1 inh -22.
CC(C)(C)OC(=O)NCCCCCNC(=O)c1nc[nH]c1C(=O)NCc1ccccc1 was read as ADAM17 inh 0, Tn6 DDE FP -3, Tn7 DDE FP 1, PLCb3 inh -1, TDP2 inh -12, SIAE inh 0, ARFGAP1 inh -4, ADAM10 inh 7, PLC-gamma1 inh 3 and ASAP1 inh 2.

Screening results from PubChem BioAssay.
